3T3 cytotox: kills NIH 3T3 cells; NIH 3T3 viability, CellTiter-Glo ATP luminescence, 48-72 h; Potency, µM (series often up to 96.7 µM), inactives show at the top dose activity change, negative = cytotoxicity, actives largely listed as inhibitors; 4.3% of 94,000 active; further: potency means the concentration at half of the fitted maximal effect; nearly all actives have a fitted effect of over 55% in size
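NIH 3T3 cells at 400 cells/well received 23 nL of compound by pintool and were incubated 48 or 72 h at 37 °C. Viability was read as ATP-coupled CellTiter-Glo luminescence.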
GPT2 inh: inhibitors of human GPT2 alanine aminotransferase | 0.25% of 100,000 active | Recombinant GPT2, coupled pyruvate oxidase/HRP Amplex Red fluorescence | Q8TD30 | Potency, µM (top dose mostly 57.7 µM), inactives show at the highest dose activity change, negative = inhibition, usual class: inhibitors; further: potency means the concentration at half of the fitted maximal effect; nearly all actives have a fitted effect of over 60% in size; many of its hits are not listed in these tables
Target sequence (Q8TD30 whole entry, looked up): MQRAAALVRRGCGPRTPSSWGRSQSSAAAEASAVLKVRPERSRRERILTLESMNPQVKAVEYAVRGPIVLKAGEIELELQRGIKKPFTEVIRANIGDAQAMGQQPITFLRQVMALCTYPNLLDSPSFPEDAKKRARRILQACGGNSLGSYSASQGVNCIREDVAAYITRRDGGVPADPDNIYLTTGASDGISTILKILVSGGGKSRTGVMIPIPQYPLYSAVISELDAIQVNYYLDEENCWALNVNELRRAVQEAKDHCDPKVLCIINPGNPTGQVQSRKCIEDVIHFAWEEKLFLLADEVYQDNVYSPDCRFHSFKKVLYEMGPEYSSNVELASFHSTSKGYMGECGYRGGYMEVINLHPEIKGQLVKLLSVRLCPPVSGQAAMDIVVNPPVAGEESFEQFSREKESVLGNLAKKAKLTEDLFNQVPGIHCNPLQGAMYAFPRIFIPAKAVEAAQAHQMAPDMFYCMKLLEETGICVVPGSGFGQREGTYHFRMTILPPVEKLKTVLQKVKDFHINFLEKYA
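Inhibition is scored from Amplex Red fluorescence generated when pyruvate oxidase and HRP act on pyruvate released by GPT2. Reactions contain 10ng/uL enzyme, 250uM a-KG and 2mM L-alanine and run 30 min at room temperature.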
HEK293 tox: kills HEK 293 cells; HEK 293 viability, ATP luminescence (CellTiter-Glo), 48-72 h; 6.6% of 94,000 active; Potency, µM (top dose mostly 115 µM), for inactives: top-dose activity change, negative = cytotoxicity, usual class: inhibitors; further: potency means the concentration at half of the fitted maximal effect; nearly all actives have a fitted effect of over 60% in size
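Viability of HEK 293 cells, plated at 250 cells/well, was judged by cellular ATP after compound treatment for 48 or 72 hr. Luminescence was imaged 10 min after CellTiter-Glo addition at room temperature.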
FLuc inh: Photinus pyralis luciferase inhibition | P08659 | Potency, µM (doses to about 115 µM), for the others: at the top dose activity change, negative = inhibition, hits mostly inhibitors | AID 1347043 | purified P. pyralis luciferase, luminescence, biochemical | 2.5% of 76,000 active; further: potency means the concentration at half of the fitted maximal effect; nearly all actives have a fitted effect of over 65% in size
Target sequence (P08659 whole entry, looked up): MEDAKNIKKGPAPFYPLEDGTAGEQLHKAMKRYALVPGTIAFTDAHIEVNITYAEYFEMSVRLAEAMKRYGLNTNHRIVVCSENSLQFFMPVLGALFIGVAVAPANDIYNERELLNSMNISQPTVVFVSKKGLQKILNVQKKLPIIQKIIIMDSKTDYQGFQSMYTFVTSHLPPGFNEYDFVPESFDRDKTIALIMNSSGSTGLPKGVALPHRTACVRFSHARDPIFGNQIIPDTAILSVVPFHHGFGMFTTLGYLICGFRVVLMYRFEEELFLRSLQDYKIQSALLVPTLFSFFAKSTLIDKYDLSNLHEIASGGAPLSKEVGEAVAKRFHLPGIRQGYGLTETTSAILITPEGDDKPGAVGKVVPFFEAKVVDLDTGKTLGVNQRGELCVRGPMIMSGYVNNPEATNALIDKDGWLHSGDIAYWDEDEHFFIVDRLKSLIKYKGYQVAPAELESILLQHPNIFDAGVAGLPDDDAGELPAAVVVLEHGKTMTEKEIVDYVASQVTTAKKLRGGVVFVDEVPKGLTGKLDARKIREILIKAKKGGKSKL
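Biochemical qHTS: compound (6-point titration) added to 10uM D-luciferin plus 10uM ATP in Tris acetate pH 7.5 buffer with Mg, Tween-20 and BSA, then purified enzyme at 10nM; light output imaged.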
SNCA expr inh: reduces expression of the alpha-synuclein gene. HEK-293 SNCA-luciferase knock-in, luminescence, 24 h. Potency, µM (highest dose often 57.2 µM), for the others: at the top dose activity change, negative = inhibition, hits mostly inhibitors. 0.17% of 140,000 active. AID 1671194;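 further: potency means the concentration at half of the fitted maximal effect; plate controls were DMSO cells for no effect and cell-free wells for full effect; nearly all actives have a fitted effect of over 45% in size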
SNCA viab count: reduces viability of HEK-293 SNCA reporter cells | Potency, µM (series often up to 57.1 µM), for the others: at the top dose activity change, negative = cytotoxicity, usual class: cytotoxic | 0.12% of 150,000 active | HEK-293-SNCA-luc viability, GF-AFC fluorescence, 24 h | AID 1671193;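 further: potency means the concentration at half of the fitted maximal effect; 0% = DMSO-treated cells and -100% = medium-only wells without cells; nearly all actives have a fitted effect of over 30% in size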
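Cytotoxicity counterscreen: after 24 h compound treatment of genome-edited SNCA-luciferase HEK-293 cells, live-cell protease substrate GF-AFC read by fluorescence after 30 min; activity scaled between DMSO (0%) and medium-only (-100%), curves Hill-fitted.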
IP6K1 inhibitor: IP6K1 kinase inhibition. Q92551. IP6K1 kinase, ADP-Glo luminescence, 2 h; stronger effect = lower value. AID 1645851. activity change, % (series mostly up to about 58 µM). 0.81% of 140,000 active; in the data active means activity change below about -25%
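ADP-Glo luminescence measures ADP made by human IP6K1 during a 2 h RT reaction with ATP/IP6 (mix at 1.3 mM/130 uM); top library doses 57.5 and 19.1 uM final.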
The depositor's hits bear a star; & = joins results of further samples; [ ] = dose if it differs, or a comment. Unless noted, the call rests on the fitted dose curve; in most records, active means well fitted curve in the direction sought with a large enough effect; inconclusive means small, poorly fitted or top-dose-only effect, or another doubt; inactive means no such curve, though single readings can be large; an effect the other way counts as inactive or inconclusive. Unless noted, on the % scale 0 is the no-effect control and ±100 the full control effect.

Start of the data: the first five entries, to show the layout:
Screening COc1nccnc1NC1CCN(C(=O)CCc2c(C)noc2C)CC1 returned 3T3 cytotox -10%, GPT2 inh inactive, HEK293 tox -8%, FLuc inh 9%, SNCA expr inh -11%, SNCA viab count 0% and IP6K1 inhibitor -5.
Screening O=C(NCc1ccccc1)N1CCC(Cc2nc(C3CC3)n[nH]2)C1 (centres undefined) returned 3T3 cytotox -6%, GPT2 inh inactive, HEK293 tox 6%, FLuc inh 5%, SNCA expr inh -3%, SNCA viab count 7% and IP6K1 inhibitor 1.
CC(C)NC(=O)C1COC2(CCN(C(=O)c3ccc(F)cc3F)CC2)N1C(=O)c1ccccc1 (centres undefined) was read as 3T3 cytotox -9%, GPT2 inh inactive, HEK293 tox 5%, FLuc inh -1%, SNCA expr inh 14%, SNCA viab count 4% and IP6K1 inhibitor 8.
Screening Fc1ccccc1-c1noc(NCCc2ccc(Cl)cc2)n1 returned 3T3 cytotox inconclusive, GPT2 inh -14%, HEK293 tox inconclusive, FLuc inh inconclusive, SNCA expr inh 101%[activator], SNCA viab count 7% and IP6K1 inhibitor 3.
Cc1ccc(-c2noc(-c3ccccc3NC(=O)c3ccccc3)n2)cc1 was read as SNCA expr inh 116%[activator], SNCA viab count 8% and IP6K1 inhibitor 9.

All compounds of this part, previewed entries included:
Screening COc1nccnc1NC1CCN(C(=O)CCc2c(C)noc2C)CC1 returned 3T3 cytotox -10%, GPT2 inh inactive, HEK293 tox -8%, FLuc inh 9%, SNCA expr inh -11%, SNCA viab count 0% and IP6K1 inhibitor -5.
Screening O=C(NCc1ccccc1)N1CCC(Cc2nc(C3CC3)n[nH]2)C1 (centres undefined) returned 3T3 cytotox -6%, GPT2 inh inactive, HEK293 tox 6%, FLuc inh 5%, SNCA expr inh -3%, SNCA viab count 7% and IP6K1 inhibitor 1.
CC(C)NC(=O)C1COC2(CCN(C(=O)c3ccc(F)cc3F)CC2)N1C(=O)c1ccccc1 (centres undefined) was read as 3T3 cytotox -9%, GPT2 inh inactive, HEK293 tox 5%, FLuc inh -1%, SNCA expr inh 14%, SNCA viab count 4% and IP6K1 inhibitor 8.
Screening Fc1ccccc1-c1noc(NCCc2ccc(Cl)cc2)n1 returned 3T3 cytotox inconclusive, GPT2 inh -14%, HEK293 tox inconclusive, FLuc inh inconclusive, SNCA expr inh 101%[activator], SNCA viab count 7% and IP6K1 inhibitor 3.
Cc1ccc(-c2noc(-c3ccccc3NC(=O)c3ccccc3)n2)cc1 was read as SNCA expr inh 116%[activator], SNCA viab count 8% and IP6K1 inhibitor 9.
For Cc1cccc(-c2noc([C@@H]3C[C@@H](O)CN3Cc3ccccn3)n2)c1 the results were 3T3 cytotox -27%[138 µM], GPT2 inh inactive, HEK293 tox inconclusive, FLuc inh 50µM*, SNCA expr inh 173%[activator][87.6 µM], SNCA viab count -5%[87.6 µM] and IP6K1 inhibitor 5.
C[C@@H](NC(=O)N1CCC2(CCC(=O)N(CCO)C2)CC1)c1ccccc1 was read as 3T3 cytotox -5%, GPT2 inh inconclusive, HEK293 tox inactive, FLuc inh -9%, SNCA expr inh 16%, SNCA viab count 14% and IP6K1 inhibitor 12.
`COC(=O)C1=CN(CC(=O)NCc2ccccc2F)S(=O)(=O)N=C1C` gave 3T3 cytotox inactive, GPT2 inh inactive, HEK293 tox 3%, FLuc inh -3%, SNCA expr inh -11%, SNCA viab count 7% and IP6K1 inhibitor -3.
`Cc1c(CC(=O)N2CCC(C#N)CC2)c2c(n1Cc1ccccc1)CCCC2=O` gave 3T3 cytotox inconclusive, GPT2 inh -61%, HEK293 tox inconclusive, FLuc inh -9%, SNCA expr inh 0%, SNCA viab count -5% and IP6K1 inhibitor -3.
Screening Cc1cccc(NC(=O)CSc2nnc3[nH]c(=O)cc(-c4ccccc4)n23)c1C returned SNCA expr inh -5%, SNCA viab count 19% and IP6K1 inhibitor 15.
`O=C(Nc1ccc(F)cc1F)c1cc(-c2ccc(Cl)cc2)on1` gave SNCA expr inh inconclusive, SNCA viab count -10% and IP6K1 inhibitor 31.
`CCCN1CCN(C(=O)c2c(C)oc3c2CN(Cc2cccc(F)c2)CC3)CC1` gave 3T3 cytotox -17%, GPT2 inh -5%, HEK293 tox -14%, FLuc inh -1%, SNCA expr inh -9%, SNCA viab count -26% and IP6K1 inhibitor 3.
`CN1CCC(N2CC[C@H](c3nc4ccccc4[nH]3)C2)CC1` gave 3T3 cytotox -22%[230 µM], GPT2 inh inactive, HEK293 tox -14%[230 µM], FLuc inh 71µM*, SNCA expr inh 30%[87.6 µM], SNCA viab count 3%[87.6 µM] and IP6K1 inhibitor 0.
Screening COc1ccc(-c2cnc3[nH]cc(CC(=O)Nc4cccnc4)c3c2)cc1 returned 3T3 cytotox inconclusive, GPT2 inh 4%[88.5 µM], HEK293 tox 71µM*, FLuc inh -26%[172 µM], SNCA expr inh 46%[activator][87.6 µM], SNCA viab count -22%[87.6 µM] and IP6K1 inhibitor -24.
CNC(=O)c1cc(C2CC2)nc2onc(C3CCN(C(=O)c4ccccc4C)CC3)c12 was read as 3T3 cytotox -22%, HEK293 tox -3% and IP6K1 inhibitor 0.
For COc1ccc(CN2CC3(CCN(C(=O)Nc4cccc(C)c4)CC3)C2=O)cc1 the results were 3T3 cytotox -35%, GPT2 inh -4%, HEK293 tox -26%, FLuc inh 1%, SNCA expr inh 1%, SNCA viab count -1% and IP6K1 inhibitor 40.
For Cc1cccc(-c2cccc(CN3CCC(NC(=O)c4ccccc4C)CC3)c2)c1 the results were 3T3 cytotox 32µM*, GPT2 inh inactive, HEK293 tox 40µM*, SNCA expr inh -16%, SNCA viab count -10% and IP6K1 inhibitor -8.
Screening CC(=O)c1ccc(NC(=O)COc2ccccc2-c2nc(C(C)C)no2)cc1 returned SNCA expr inh -1%, SNCA viab count 10% and IP6K1 inhibitor -6.
Screening Cc1cccn2c(=O)cc(CSc3nnc(NC(=O)c4ccc(F)cc4)s3)nc12 returned SNCA expr inh 34%[activator], SNCA viab count 7% and IP6K1 inhibitor 11.
`c1cnc2nc(C3CCCCN3)[nH]c2c1` (centres undefined) gave 3T3 cytotox inactive, GPT2 inh inconclusive, HEK293 tox inactive, FLuc inh -5%[230 µM], SNCA expr inh 14%&-12%[87.6 µM], SNCA viab count 3%&6%[87.6 µM] and IP6K1 inhibitor 12&14.
`Cc1cccc(N2Cc3c(NCCCOC(C)C)ncnc3N(C)CC2=O)c1` gave 3T3 cytotox -13%, GPT2 inh inconclusive, HEK293 tox -5%, SNCA expr inh 2%, SNCA viab count -7% and IP6K1 inhibitor 11.
COc1ccc(-c2nn(-c3cc(C)ccc3C)c(OC(C)=O)c2-c2ccc(NC(C)=O)cc2)c(OC)c1 was read as 3T3 cytotox -14%, GPT2 inh 2.8µM*, HEK293 tox -15%, FLuc inh -2%, SNCA expr inh 7%, SNCA viab count 2% and IP6K1 inhibitor -8.
CCCNC(=O)N(C1CCOCC1)C1CCN(C(=O)c2cccs2)CC1 was read as 3T3 cytotox -4%, GPT2 inh inactive, HEK293 tox 3%, FLuc inh 2%, SNCA expr inh 14%, SNCA viab count 2% and IP6K1 inhibitor 5.
CCNC(=O)N[C@H]1CC[C@]2(C)CC[C@@H]([C@H](C)C(=O)NCc3ccccc3)[C@H](O)[C@H]2[C@@H]1C was read as 3T3 cytotox inactive, GPT2 inh 3%[88.5 µM], HEK293 tox 3%[172 µM], FLuc inh -2%[172 µM], SNCA expr inh 10%[87.6 µM], SNCA viab count 13%[87.6 µM] and IP6K1 inhibitor -12.
COc1cc(OC)c(NC(=O)C(Cc2ccccc2)NS(=O)(=O)c2cccc3nsnc23)cc1Cl (centres undefined) was read as SNCA expr inh 4%, SNCA viab count 3% and IP6K1 inhibitor -13.
O=C(COCC1CCCCO1)N1CCn2nc(Cc3ccccc3)cc2C1 (centres undefined) was read as 3T3 cytotox -21%, GPT2 inh 3%, HEK293 tox inconclusive, FLuc inh -10%, SNCA expr inh 63%[activator], SNCA viab count 0% and IP6K1 inhibitor 5.
For COc1cccc(-c2ccc(C(=O)N3CCC(NC(=O)c4ccccc4C)CC3)cc2)c1 the results were 3T3 cytotox 40µM*, GPT2 inh -4%, HEK293 tox inconclusive, SNCA expr inh -1%, SNCA viab count 6%[12.5 µM] and IP6K1 inhibitor 17.
Cc1ccc(C)c(S(=O)(=O)c2cn(Cc3ccccc3)c3cc(F)c(F)cc3c2=O)c1 was read as SNCA expr inh -1%, SNCA viab count -10% and IP6K1 inhibitor 3.
Screening N#Cc1ccc(C(=O)NC2CCN(C(=O)N3CC4CC(C3)[C@H]3CCCC(=O)N3C4)CC2)cc1 (some centres undefined) returned 3T3 cytotox inactive, GPT2 inh -20%, HEK293 tox 1%, FLuc inh 4%, SNCA expr inh 6%, SNCA viab count 3% and IP6K1 inhibitor 7.
O=C(O)[C@H](O)[C@@H](O)[C@H](O[C@@H]1O[C@H](CO)[C@H](O)[C@H](O)[C@H]1O)[C@H](O)CO was read as GPT2 inh -1%, SNCA expr inh 8%[25.6 µM], SNCA viab count 6%[23.9 µM] and IP6K1 inhibitor -6.
`CC1CCC(NC(=O)c2cc(-c3ccc[nH]3)n[nH]2)CC1` (centres undefined) gave 3T3 cytotox 0%, GPT2 inh -28%, HEK293 tox 5%, FLuc inh inconclusive, SNCA expr inh 38%[activator], SNCA viab count 7% and IP6K1 inhibitor 36.
CC1Oc2ccc(NC(=O)CC(C)(C)C)cc2CN(Cc2ccccc2F)C1=O (centres undefined) was read as 3T3 cytotox inconclusive, GPT2 inh 1%, HEK293 tox -43%, FLuc inh -10%, SNCA expr inh -1%, SNCA viab count 0% and IP6K1 inhibitor 10.
CCc1nn(-c2ccc(OC)cc2)c(Oc2cccc(F)c2)c1CCC(=O)N(CC)CC was read as 3T3 cytotox inconclusive, GPT2 inh -6%, HEK293 tox inconclusive, FLuc inh 1%, SNCA expr inh 19%, SNCA viab count -1% and IP6K1 inhibitor -1.
Screening O=C(CN1C(=O)C2CCCCN2c2ccc(C(=O)N3CCCC3)cc21)NCc1ccccc1F (centres undefined) returned SNCA expr inh -2%, SNCA viab count -11% and IP6K1 inhibitor 2.
For CN(C)C(=O)c1cccnc1OC1CCN(S(=O)(=O)c2ccc(F)c(Cl)c2)C1 (centres undefined) the results were 3T3 cytotox inconclusive, GPT2 inh inactive, HEK293 tox 0%, FLuc inh 2%, SNCA expr inh -18%, SNCA viab count 4% and IP6K1 inhibitor 0.
Screening CNCCNS(=O)(=O)c1cccc2cnccc12 returned GPT2 inh -7%, SNCA expr inh inconclusive and SNCA viab count -5%.
For COc1ccc(CC(=O)N2CCCN(c3nc4ncccc4o3)CC2)cc1 the results were 3T3 cytotox -24%, GPT2 inh inactive, HEK293 tox -15%, FLuc inh -7%, SNCA expr inh 4%, SNCA viab count 6% and IP6K1 inhibitor 2.

Assay outcomes as filed in PubChem BioAssay.
